TRHR enhancer = allosteric enhancers of human TRH receptor; enhancement, % at 2 µM; P34981; AID 493056; actives 0.66% (n = 360,000); TRHR cells, fluo-8 calcium fluorescence, EC20 TRH enhancement; in the data active = enhancement above about 30%; also: 0% is about no effect
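TRHR-expressing cells loaded with fluo-8 calcium dye were read kinetically (ex 480/em 530) during compound addition, then stimulated with an EC20 of TRH (10 nM final). Enhancement of the Gq-mediated intracellular calcium response was scored.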
D2 ag = activates the human D2 dopamine receptor; HEK293 T-REx D2 cells, calcium flux agonist mode; actives 0.53% (n = 340,000); P14416; activation, % at 2 µM; AID 485358;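 active = activation over 3 SD above normal in the single-dose calcium agonist read, cut at about 30% in these data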; also: 0% is about no effect
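Tetracycline-induced HEK293 Trex cells with D2 receptor force-coupled to calcium signaling, plated overnight at 30 C and loaded with no-wash calcium dye. Calcium flux read kinetically for 180 s after compound addition; responses flag agonists.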
D2 antagonist = antagonizes the human D2 dopamine receptor | inhibition, % at 10 µM | P14416 | actives 2% (n = 340,000) | AID 485344 | HEK293 TREx D2 cells, calcium flux, dopamine EC80; in the data active = inhibition above about 30%; also: 0% is about no effect
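In this primary screen, negative modulation is detected by tracking calcium flux after an EC80 dopamine challenge in inducible HEK293 T-REx D2 cells preexposed to test compound for 180 s.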
RXFP1 antagonist = antagonists of human relaxin receptor RXFP1; AID 1259400; activity change, negative = inhibition, % at 57.5 µM; Q9HBX9; HEK293-RXFP1, relaxin-stimulated cAMP HTRF, 30 min; hits give low values; actives 0.59% (n = 350,000);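 active = activity change of -60% or lower, but not beyond a set lower limit; inconclusive = change between -60% and -40%, or beyond the set limit; inactive = change above -40%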; also: % is scaled to controls: 0 for no effect and ±100 for the full control effect
Target sequence (Q9HBX9 whole entry, looked up): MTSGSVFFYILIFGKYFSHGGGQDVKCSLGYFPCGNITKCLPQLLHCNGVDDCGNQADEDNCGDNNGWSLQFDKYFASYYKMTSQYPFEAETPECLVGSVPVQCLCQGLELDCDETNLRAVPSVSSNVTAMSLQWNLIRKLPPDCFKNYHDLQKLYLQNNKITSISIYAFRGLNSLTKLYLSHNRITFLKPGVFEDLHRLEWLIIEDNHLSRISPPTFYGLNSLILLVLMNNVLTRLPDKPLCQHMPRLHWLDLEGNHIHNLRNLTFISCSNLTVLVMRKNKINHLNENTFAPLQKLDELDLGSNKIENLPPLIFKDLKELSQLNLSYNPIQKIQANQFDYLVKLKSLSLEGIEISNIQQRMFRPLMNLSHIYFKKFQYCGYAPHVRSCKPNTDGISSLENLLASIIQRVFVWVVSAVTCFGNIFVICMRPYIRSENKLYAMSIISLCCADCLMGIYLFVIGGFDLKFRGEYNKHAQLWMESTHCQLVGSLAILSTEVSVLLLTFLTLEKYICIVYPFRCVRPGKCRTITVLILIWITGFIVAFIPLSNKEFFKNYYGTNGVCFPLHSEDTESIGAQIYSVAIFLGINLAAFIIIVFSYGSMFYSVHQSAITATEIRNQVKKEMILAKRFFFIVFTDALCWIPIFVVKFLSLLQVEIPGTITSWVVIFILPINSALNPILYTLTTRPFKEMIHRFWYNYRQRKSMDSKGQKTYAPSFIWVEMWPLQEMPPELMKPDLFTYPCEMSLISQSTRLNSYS
TRHR agonist = activates the human TRH receptor; P34981; TRHR cells, calcium flux fluo-8, FDSS agonist mode; activation, % at 2 µM; actives 0.18% (n = 360,000); AID 493084; also: 0% is about no effect
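TRHR-expressing cells, plated overnight in medium with 10% serum, were loaded with fluo-8 calcium dye at room temperature. After a 10 s baseline, library compound was pin-added and calcium release was recorded kinetically (ex 480/em 530) as agonist response.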
D2 PAM = D2 dopamine receptor (human) potentiation | HEK293 T-REx D2, calcium flux, EC20 dopamine potentiation | potentiation, % at 10 µM | actives 0.34% (n = 340,000);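 active = potentiation over 3 SD above the plate norm, cut at about 30% in these data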; also: 0% is about no effect
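Tetracycline-induced HEK293 T-REx cells force-coupled to calcium signalling expressed D2; compounds were pin-added after a 10 s baseline, read kinetically 180 s, then an EC20 dopamine challenge followed with a further 180 s calcium read.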
D1 PAM = human D1 dopamine receptor positive modulation; HEK293 TREx D1 cells, calcium flux, dopamine EC20 potentiation; actives 0.036% (n = 360,000); potentiation, % at 10 µM; in the data active = potentiation above about 30%; also: 0% is about no effect
D1 antag = antagonists of human D1 dopamine receptor | P21728 | HEK293 TREx D1 cells, calcium flux, dopamine EC80; hits give low values | activity change, negative = inhibition, % at 10 µM | actives 3.2% (n = 360,000); in the data active = activity change below about -30%; also: % is scaled to controls: 0 for no effect and ±100 for the full control effect
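Cells carrying a force-coupled, tetracycline-inducible human D1 receptor report calcium flux. Each well gets a 10 s baseline, compound with 180 s monitoring, then an EC80 dopamine stimulus with a second 180 s kinetic read.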
D1 ag = human D1 receptor agonism | P21728 | HEK293 T-REx D1 cells, calcium flux, agonist mode | activation, % at 2 µM | actives 1% (n = 360,000) | AID 504660; also: 0% is about no effect
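Agonism was scored from calcium flux recorded over 180 s (1 read/s) after pintool compound addition, following a 10-cycle baseline. Cells were inducible force-coupled HEK293 TREx D1, plated overnight at 30 C and loaded with no-wash calcium dye.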
Numbers without * were called inactive; ? = inconclusive; . = not tested or not shown. Rule as the data show it, unless noted: active = activation above about 30%; inactive = the rest. A portion of the library; rates above refer to the full screens.

SMILES | TRHR enhancer | D2 ag | D2 antagonist | RXFP1 antagonist | TRHR agonist | D2 PAM | D1 PAM | D1 antag | D1 ag
CCOC(=O)c1nc2ccccc2c(=O)n1-c1cccc(C)c1 | -2 | 0.6 | 7 | -2 | 0.1 | 0 | -2 | 9 | -2
COc1ccccc1OCCCn1cc(C(C)=O)c2ccccc21 | 0 | 1.4 | 3 | -7 | 0.1 | 5 | -4 | -14 | 2
CCOC(=O)c1c(-c2ccccc2)oc2ccc(OC(=O)N(C)C)cc12 | -4 | 0.3 | 0 | 8 | 0.7 | -1 | -3 | -10 | 14
FC(F)(F)c1cccc(-n2nnnc2C2(N3CCOCC3)CCCCC2)c1 | -3 | -0.4 | -2 | -12 | 0.5 | 0 | -1 | 6 | 0
Cc1cc(C=C2C(=O)N(C)C(=O)N(C)C2=O)c(C)n1-c1ccccc1 | -4 | -0.7 | 5 | -15 | 0.1 | 0 | -4 | 20 | 1
CCC1CCCCN1P(=O)(c1ccc(C)o1)C(C)(C)C (configuration not stated) | 1 | -0.2 | -14 | -27 | -0.4 | -6 | -4 | 12 | 0
COc1ccc(C(=O)Cn2c(NCCCl)nc3ccccc32)cc1 | -3 | -0.4 | 20 | -1 | 1.6 | 0 | -7 | -4 | 4
COc1ccc(-c2nn(CCC#N)cc2C(=O)Nc2ccccc2)cc1OC | 5 | 0.4 | 8 | 7 | 0.0 | 8 | 1 | 15 | 8
COC(=O)C1=C(c2ccc(F)cc2OCc2ccccc2)C[C@@H]2CC[C@H]1N2C(=O)NCCN1CCOCC1 | -1 | -0.1 | 4 | . | -0.1 | -3 | 6 | 6 | 2
O=C1NC(=O)C(CCc2ccncc2)(Cc2ccc([N+](=O)[O-])cc2)C(=O)N1 | -6 | -0.3 | -3 | -3 | -0.4 | 12 | -1 | 8 | 2
COc1cc(/C=C/c2nc3ccccc3c(=O)n2-c2ccccc2O)ccc1O | 10 | 8.4 | 5 | 0 | 36* | 5 | -5 | 4 | 49*
C[C@@H]1CC[C@@]2(NC1)O[C@H]1C[C@H]3[C@@H]4CC=C5C[C@@H](O)CC[C@]5(C)[C@H]4CC[C@]3(C)[C@H]1[C@@H]2C | 1 | 0.0 | -9 | 0 | -1.1 | 1 | -3 | 1 | 30
CCc1ccccc1NC(=O)CSc1nnc([C@@H](N)Cc2c[nH]c3ccccc23)o1 | -2 | 0.2 | -5 | -3 | 0.0 | -4 | 3 | -6 | 2
CCC(NC(=O)OC(C)(C)C)C(=O)Oc1cc(C)cc2oc(=O)c3c(c12)CCC3 (configuration not stated) | 4 | -0.6 | 5 | -8 | -0.1 | 0 | 1 | 6 | 0
COc1ccc(N2CCN(C(CNC(=O)Oc3ccccc3)c3cccnc3)CC2)cc1 (configuration not stated) | 21 | 0.0 | 14 | -10 | -0.4 | 7 | -4 | 9 | 2
Cc1c(N)c(C)c([N+](=O)[O-])c(C)c1[N+](=O)[O-] | -3 | -0.3 | -4 | 6 | 0.0 | -2 | -2 | -9 | 1
CN(C)Cc1c[nH]c2ccccc12 | -1 | 0.3 | -5 | 5 | -0.4 | 1 | 2 | 3 | -2
COC(=O)Nc1ccc(N=C(N)N[N+](=O)[O-])cc1 | -3 | 13 | 4 | 2 | -0.3 | -3 | 4 | -3 | 3
COc1ccc(-n2c(SCCN(C)C)nc3ccccc3c2=O)cc1 | 6 | 0.9 | -18 | -19 | 0.0 | 2 | 1 | -17 | 4
Cc1cccc(NC(=O)[C@@H](NC(=O)N2C[C@H]3C[C@@H](C2)c2cccc(=O)n2C3)C(C)C)c1 | -6 | -3.8 | 5 | . | 0.1 | 8 | 11 | -23 | 3

Profiles from above. Screens in order: TRHR enhancer | D2 ag | D2 antagonist | RXFP1 antagonist | TRHR agonist | D2 PAM | D1 PAM | D1 antag | D1 ag
COC(=O)C1=C(c2ccc(F)cc2OCc2ccccc2)C[C@@H]2CC[C@H]1N2C(=O)NCCN1CCOCC1 reads -1 | -0.1 | 4 | . | -0.1 | -3 | 6 | 6 | 2
COc1ccc(N2CCN(C(CNC(=O)Oc3ccccc3)c3cccnc3)CC2)cc1 (configuration not stated) reads 21 | 0.0 | 14 | -10 | -0.4 | 7 | -4 | 9 | 2
CCC(NC(=O)OC(C)(C)C)C(=O)Oc1cc(C)cc2oc(=O)c3c(c12)CCC3 (configuration not stated) reads 4 | -0.6 | 5 | -8 | -0.1 | 0 | 1 | 6 | 0
COC(=O)Nc1ccc(N=C(N)N[N+](=O)[O-])cc1 reads -3 | 13 | 4 | 2 | -0.3 | -3 | 4 | -3 | 3
COc1ccccc1OCCCn1cc(C(C)=O)c2ccccc21 reads 0 | 1.4 | 3 | -7 | 0.1 | 5 | -4 | -14 | 2

Following part
SMILES | TRHR enhancer | D2 ag | D2 antagonist | RXFP1 antagonist | TRHR agonist | D2 PAM | D1 PAM | D1 antag | D1 ag
COc1cc(/C=N/NP(=S)(c2ccccc2)c2ccccc2)ccc1O | 28 | 0.0 | -5 | 0 | -1.4 | 0 | 2 | 9 | 3
Cc1ccc(-n2nc(C)c(C3C(C#N)=C(N)Oc4c3c(=O)oc3ccccc43)c2Cl)cc1 (configuration not stated) | -12 | -0.4 | 11 | . | 1.1 | -6 | -5 | 1 | 3
Cn1cccc1/C=C1/C(=O)NC(=S)N(Cc2ccc(F)cc2)C1=O | -1 | -0.1 | -1 | -69* | 1.1 | 2 | 1 | 3 | 6
COC(=O)c1ccccc1NC(=O)c1cccn(Cc2cccc(Cl)c2)c1=O | 0 | 1.4 | . | . | 0.2 | 12 | -4 | 2 | 3
O=C(C1CC(=O)N(C2CCCCCCC2)C1)N1CCC2(CC1)OCCO2 (configuration not stated) | 5 | -0.1 | -11 | 7 | -1.0 | 11 | -2 | 3 | 3
O=S(=O)(c1ccc(Cl)cc1)N1CN2CCN(C2)C1 | 1 | -0.1 | -23 | -18 | 0.0 | -1 | -3 | -5 | 2
NP(=O)(OCCCCc1ccccc1)Oc1ccccc1Cl (configuration not stated) | -1 | . | . | . | -0.3 | . | 0 | -17 | 11
Nc1ccc(Br)cc1C(=O)c1ccccc1 | -3 | -2.1 | -3 | -13 | -1.4 | -2 | -2 | 7 | 7
O=c1[nH]c(=S)n(C2CC2)c(O)c1/C=N/Nc1ccccc1 | -5 | -0.1 | -5 | -13 | 0.5 | -3 | -2 | 8 | 2
OC(c1cccc(Cl)c1)(c1cccc(Cl)c1)C1CN2CCC1CC2 (configuration not stated) | 0 | 0.1 | -5 | ? | 7.2 | -2 | -4 | -35* | 52*
O=C(O)C1Cc2ccccc2N2CCCC12 (configuration not stated) | -2 | 0.5 | 9 | -8 | 0.5 | 3 | -9 | -17 | 1
CCN1CC2(COC(=O)c3ccccc3N)CCC(OC)C34C5CC6C(OC)CC(O)(C5C6OC)C(O)(C(OC)C23)C14 (configuration not stated) | -4 | . | . | -2 | -0.2 | -9 | -4 | 33 | 0
CCCCn1c(C)c(C(=O)O)c2cc(OC)ccc21 | -5 | 0.2 | -3 | 2 | 3.7 | 11 | -3 | 3 | 1
CN1/C(=C\C=C2C(=O)NC(=O)NC2=O)C(C)(C)c2ccccc21 | 0 | 50* | -14 | -1 | 101* | . | -1 | 1 | 107*
Cc1ccc(Cn2cccc(C(=O)Nc3ccc(C)c(Cl)c3)c2=O)cc1 | -4 | -1.7 | . | . | 0.5 | 12 | 3 | . | 8
COC(=O)c1ccc(NC(=O)c2cccn(Cc3ccccc3C)c2=O)cc1 | -3 | 0.8 | . | . | 0.6 | -6 | 6 | 2 | 2
CCOC(=O)c1ccc(N=Cc2c(O)n(-c3ccc(OC)cc3)c(=S)[nH]c2=O)cc1 | -3 | 0.8 | -4 | 19 | 0.3 | 16 | -1 | -8 | 1
CN(C)C(=O)O/N=C(\N)COc1ccc(C(C)(C)C)cc1 | 4 | 0.4 | 5 | -8 | 0.8 | -6 | -1 | 4 | 9
Cc1c(C(=O)Nc2ccccc2)c2cc(O)ccc2n1Cc1ccccc1 | 6 | 0.3 | 14 | -7 | -0.8 | 9 | 3 | -19 | 1
COc1ccccc1CN1CCN(C(=O)Cc2ccccc2)CC1 | -3 | 0.5 | -41 | -4 | -0.6 | -5 | -2 | -4 | 1

Given tab-delimited: part of the list above.
mol	TRHR enhancer	D2 ag	D2 antagonist	RXFP1 antagonist	TRHR agonist	D2 PAM	D1 PAM	D1 antag	D1 ag
COc1ccccc1OCCCn1cc(C(C)=O)c2ccccc21	0	1.4	3	-7	0.1	5	-4	-14	2
CCOC(=O)c1c(-c2ccccc2)oc2ccc(OC(=O)N(C)C)cc12	-4	0.3	0	8	0.7	-1	-3	-10	14

New compounds follow:
SMILES | TRHR enhancer | D2 ag | D2 antagonist | RXFP1 antagonist | TRHR agonist | D2 PAM | D1 PAM | D1 antag | D1 ag
Nc1ccncc1 | -10 | -2.0 | 5 | 8 | 0.4 | -8 | -3 | -7 | 2
c1cncc(CNCCc2c[nH]c3ccccc23)c1 | -3 | 18 | 33* | 12 | -0.2 | -18 | -7 | -34* | 1
O=C(O)Cn1cc(C=C2C(=O)NC(=O)NC2=O)c2ccccc21 | 4 | 1.0 | -16 | 1 | 0.8 | -2 | 2 | -2 | 0
O=C1Nc2ccccc2/C1=C/c1nc2ccccc2c(=O)n1-c1ccc(O)cc1 | -1 | -0.6 | -12 | -15 | 0.6 | 11 | -7 | -9 | 2

Source: PubChem BioAssay (National Center for Advancing Translational Sciences (NCATS))
